Bioassay records from PubChem.
CSM14.1 death rescue = protection against thapsigargin-triggered cell killing – 384-well, CSM14.1, ATP luminescence, primary screen (AID 1222). 190,000 tested, under 10 active. cellular ATP content (survival), % at 20 µM; hits with a dose series show EC50 in µM. CSM14.1 thapsigargin-induced death rescue, ATP luminescence; higher % means a stronger effect;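 active means EC50 below 50 µM in the dose-response confirmation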;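 further: death triggered by thapsigargin at about 15 µM added after 2 h compound pretreatment; cell ATP read after overnight thapsigargin exposure of roughly 18 to 22 hours; normalized against plate controls of thapsigargin alone and 5% DMSO vehicle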
RSV antiviral HEp-2 = RSV antiviral activity via CPE protection, HEp-2 cells, primary 10 µM value included (AID 2391); 310,000 compounds, 0.13% hits; one-dose CPE inhibition, % at 10 µM; IC50 in µM for titrated hits; HEp-2 cells, RSV-induced CPE inhibition; higher % means a stronger effect; in the data active means a potency from the dose series; further: strong numbers were not always called active
SV40 large T antigen = TAg ATPase/helicase activity blockers – biochemical (AID 1903); SV40 large T antigen ATPase/helicase inhibition assay; higher % means a stronger effect; one-dose inhibition, % at 20 µM; IC50 in µM for titrated hits; 310,000 compounds, 0.39% hits; in the data active means a potency from the dose series; further: strong numbers were not always called active
PMI inhibitors = inhibitors of human PMI, primary screen, biochemical, fluorescence intensity, coupled assay (AID 1209). purified PMI enzyme, coupled fluorescence intensity; higher % means a stronger effect. inhibition, % at 20 µM; hits with a dose series show IC50 in µM. 190,000 compounds, 0.42% hits;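 further: plate controls were DMSO vehicle for no effect and wells lacking substrate for full effect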
Salmonella PhoP GFP = PhoP-dependent GFP reporter repression – Salmonella Typhimurium, primary screen (AID 1863); S. Typhimurium PhoP-regulated promoter GFP reporter, 4 h; higher % means a stronger effect; one-dose inhibition, % at 50 µM; IC50 in µM for titrated hits; 300,000 compounds, 0.16% hits;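 active means inhibition over 29.93%, a cutoff 3 SD above the screen mean, later confirmed by dose response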;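 further: 0% = low Mg2+ inducing control and 100% = high Mg2+ repressing control; strong numbers were not always called active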
West Nile antiviral = West Nile virus antiviral activity, cell-based, CPE readout (AID 1621). CPE inhibition, % at 10 µM, or IC50 in µM where a hit was titrated. 290,000 compounds, 0.02% hits. West Nile virus-infected cells, CPE inhibition; higher % means a stronger effect; in the data active means a potency from the dose series; further: strong numbers were not always called active
TNAP activation fold = human TNAP enzyme activators, primary screen, biochemical, luminescent, no phosphate acceptor, uHTS (AID 1001). one-dose activation fold at 20 µM; EC50 in µM for titrated hits. 200,000 compounds, 0.03% hits. purified TNAP, luminescent activation assay, no phosphate acceptor; higher activation fold means a stronger effect; in the data active means activation fold from about 3, or a potency from the dose series; inactive means the rest, 99 in 100 with activation fold below about 1.6; further: many of its hits are not listed in these tables
Ins promoter up = MIN6 insulin promoter up-regulation. MIN6 insulin promoter-GFP reporter, high-content imaging; hits give high values. z-score at 5 µM. 190,000 compounds, 0.3% hits. AID 1625;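 active means z-score above 3 at 5 µM with at least 500 cells counted in the well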
human PMI inhibitors = human PMI inhibitors, high substrate, primary screen, biochemical, fluorescence intensity, high mannose 6-phosphate (AID 1220); recombinant PMI enzyme, coupled fluorescence intensity; higher % means a stronger effect; inhibition, % at 20 µM, or IC50 in µM where a hit was titrated; 190,000 compounds, 0.66% hits
Ins promoter up cell count = also measured in Ins promoter up; calls as there; cell count; measured here: cytotoxicity, nuclei count;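 total cells summed across four imaged fields per well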
Active calls of the source: *; / = not tested or not shown. Unless noted, no stated cut-off is given here; in the data, active means inhibition above about 50%; inactive means the rest.

cpd	structure	PMI inhibitors	TNAP activation fold	Ins promoter up	West Nile antiviral	Salmonella PhoP GFP	Ins promoter up cell count	RSV antiviral HEp-2	CSM14.1 death rescue	human PMI inhibitors	SV40 large T antigen
1	CCN(c1ccccc1)S(=O)(=O)c1ccc2[nH]c(=O)[nH]c2c1	12%	0.4	-0.26	-0.5%	-3%	1493	1.6%	1.0%	42%	6%
2	COc1ccc(OC)c(C2=NOC(C(=O)Nc3ccccc3SC)C2)c1 (centres undefined)	7%	1.2	/	-0.5%	-5%	/	2.3%	0.0%	5%	0%
3	Cc1ccc(OCC(=O)Nc2ccc3oc(=O)ccc3c2)c(C)c1	/	/	/	-0.7%	7%	/	-0.8%	/	/	1%
4	Cc1ccccc1OCc1n[nH]c(=S)n1-c1cccc(Cl)c1	/	/	/	-0.2%	6%	/	13%	/	/	6%
5	CC(C)(C)NC(=O)CCCSc1nc2ccccc2s1	-10%	1.1	-1.1	-1.1%	3%	1206	11%	-0.1%	-10%	9%
6	Cn1c2c(c3ccccc31)CCN1CCC[C@]21c1ccccc1	/	/	/	1.1%	5%	/	3.7%	/	/	3%
7	Cc1ccc(N2CCN(c3ncccc3[N+](=O)[O-])CC2)c(C)c1	/	/	/	-0.3%	10%	/	9.1%	/	/	1%
8	O=C(O)c1ccc(S(=O)(=O)c2ccc3c(c2)C(=O)N(CC2CCCO2)C3=O)cc1 (centres undefined)	-5%	1.1	-0.37	0.3%	-1%	1208	3.3%	1.3%	-3%	-2%
9	O=C(N/N=C/c1cc(Br)c(Br)o1)C(O)c1ccccc1 (centres undefined)	-11%	1.1	-0.16	0.0%	-12%	1402	2.6%	6.1%	5%	2%
10	S=C(NC1CCCCC1)N1CCc2ccccc2C1	11%	1	0.2	-1.7%	-7%	1261	1.3%	-0.9%	12%	10%
11	CCN(CC(=O)Nc1ccc2c(c1)OCCO2)S(=O)(=O)c1ccccc1	/	/	/	0.1%	2%	/	1.3%	/	/	4%
12	C=CCn1c(-c2ccc(S(=O)(=O)N3CCOCC3)cc2)csc1=Nc1ccccc1	4%	1.1	-0.91	-0.3%	-7%	1522	0.7%	-2.2%	-1%	3%
13	Cc1cc(C(=O)Nc2c(C)nn(Cc3ccc(Cl)cc3)c2C)no1	-9%	1	0	-0.7%	-7%	1424	-1.8%	-0.7%	-8%	3%
14	CCOCC(=O)Nc1ccccc1C(=O)O	-1%	1	0.71	-0.9%	-7%	1338	-1.9%	0.0%	-1%	22%
15	CC1=Nc2ccccc2/C1=C/c1sc(=S)n(-c2cccc(C(=O)O)c2)c1O	11%	0.6	3.2*	0.1%	-17%	1206*	/	0.7%	33%	23%
16	Cc1scc(C(=O)N/N=C/c2ccco2)c1C	1%	1.1	/	0.5%	1%	/	1.1%	-3.4%	1%	4%
17	CCc1cccc2c(C(=O)CSc3nncn3-c3ccccc3OC)c[nH]c12	14%	1.1	1.4	-0.6%	7%	1518	2.4%	-1.7%	11%	3%
18	COc1ccc2cc(C3(C)NC(=O)N(CC(=O)Nc4c(C)n(C)n(-c5ccccc5)c4=O)C3=O)ccc2c1 (centres undefined)	13%	1.1	0.26	0.4%	0%	1169	0.9%	-2.0%	6%	30%
19	COc1ccc(N2C(=O)CC(NCc3cccs3)C2=O)cc1 (centres undefined)	5%	1.1	0.14	1.5%	-7%	1073	0.4%	-2.0%	7%	13%
20	Cc1csc(NC(=O)CCNS(=O)(=O)c2ccc3c(c2)c(=O)n(C)c(=O)n3C)n1	-3%	1	0.71	0.2%	11%	1358	0.3%	-1.9%	-6%	-1%
21	CCOC(=O)c1sc(C)c2c1NC(c1ccc(Cl)cc1)NC2=O (centres undefined)	-6%	1	0.35	1.0%	0%	1620	1.9%	-2.0%	-6%	0%
22	Cc1ccccc1-c1noc(CCC(=O)NC2CCCCC2)n1	/	/	/	-0.6%	10%	/	6.3%	/	/	2%
23	COc1ccc(C2CC(c3cccs3)=NN2C(=O)COC(=O)c2cc3ccccc3cc2O)cc1OC (centres undefined)	19%	1.1	-0.17	-0.4%	-10%	1305	4.4%	0.5%	9%	9%
24	O=C(COc1cccnc1[N+](=O)[O-])NC1CCS(=O)(=O)C1 (centres undefined)	-5%	1	0.29	0.2%	1%	1369	1.5%	-1.3%	-4%	4%

Whole records as entered above. Order of values: PMI inhibitors	TNAP activation fold	Ins promoter up	West Nile antiviral	Salmonella PhoP GFP	Ins promoter up cell count	RSV antiviral HEp-2	CSM14.1 death rescue	human PMI inhibitors	SV40 large T antigen
Record of Cc1cc(C(=O)Nc2c(C)nn(Cc3ccc(Cl)cc3)c2C)no1 → -9%	1	0	-0.7%	-7%	1424	-1.8%	-0.7%	-8%	3%
Record of Cc1ccccc1-c1noc(CCC(=O)NC2CCCCC2)n1 → /	/	/	-0.6%	10%	/	6.3%	/	/	2%
Record of CCOCC(=O)Nc1ccccc1C(=O)O → -1%	1	0.71	-0.9%	-7%	1338	-1.9%	0.0%	-1%	22%

New compounds follow
cpd	structure	PMI inhibitors	TNAP activation fold	Ins promoter up	West Nile antiviral	Salmonella PhoP GFP	Ins promoter up cell count	RSV antiviral HEp-2	CSM14.1 death rescue	human PMI inhibitors	SV40 large T antigen
25	CCCCNC(=S)N/N=C1\CCCCc2ccccc21	-12%	1.3	-0.94	-1.4%	15%	1047	1.4%	-0.4%	-2%	7%
26	CC(=O)CSc1nc(C(F)(F)F)cc(=O)n1-c1ccccc1	19%	1.2	0.3	0.3%	6%	1949	0.3%	-0.7%	8%	16%
27	COc1ccc(C2=NN(CC(=O)Nc3cc(C)ccc3C)C(=O)CC2)cc1	/	/	0.09	-0.2%	-8%	1010	7.2%	/	/	8%
28	Cc1nc2c(C)cccn2c1/C(O)=C1\C(=O)C(=O)N(CCN2CCOCC2)C1c1cccs1 (centres undefined)	-1%	1	/	0.0%	-12%	/	2.2%	-1.9%	14%	8%
29	Cc1ccc(C(=O)CSc2nnc(C(C)C)n2C)cc1C	/	1.1	-0.63	0.9%	0%	1641	0.0%	-2.0%	/	11%
30	CC(C)N=C(NC#N)SCc1ccccc1F	14%	1	0.27	-0.1%	19%	1209	0.0%	-2.8%	6%	2%
31	OC1CCC(Nc2ncnc3sccc23)CC1 (centres undefined)	/	/	/	-0.8%	3%	/	1.3%	/	/	5%
32	O=C(O)CC/C(=N/NC(=O)CNC(=O)c1ccc2c(c1)OCCO2)c1ccccc1	/	/	/	0.7%	-4%	/	0.5%	/	/	1%
33	CCOC(=O)c1ccc(NC(=O)Cn2c(=O)oc3ccccc32)cc1	/	/	/	0.0%	0%	/	-0.5%	/	/	2%
34	O=C(NNC1=NS(=O)(=O)c2ccccc21)c1ccccc1	/	/	-0.44	0.3%	-1%	1042	0.5%	/	/	8%
35	COc1ccc(C(C#N)N2CCC(c3ccccc3)=N2)cc1 (centres undefined)	/	/	/	0.3%	-4%	/	0.0%	/	/	11%
36	C/C=C/c1ccc(OCCNCc2ccccc2)c(OC)c1	/	/	/	-0.9%	-3%	/	-1.3%	/	/	8%
37	Cc1[nH]c2ccc(C(=O)NCc3ccccn3)cc2c1C	/	/	/	0.0%	2%	/	0.9%	/	/	20%
38	CCOC(=O)C(CC(=O)c1ccccc1)CC(=O)c1ccccc1	/	/	/	-0.8%	22%	/	0.9%	/	/	3%
39	CC1=Nc2ccccc2N=C(NC(=O)CN2CCN(c3ccc(F)cc3)CC2)C1c1ccccc1 (centres undefined)	/	/	-0.26	-1.2%	-6%	1042	1.6%	/	/	3%
40	Cc1nc(C(=O)NC2CCOCC2)sc1C1(C)CC(c2ccccc2)=NO1 (centres undefined)	/	/	1.2	-0.2%	-4%	908	1.1%	/	/	3%
41	O=C(O)C(Cc1ccccc1)N1C(=O)/C(=C/c2cccs2)SC1=S (centres undefined)	-3%	1	-0.17	-0.1%	-5%	1342	/	0.5%	5%	16%
42	CCO[C@@H]1OC(C(=O)Nc2ccccc2)=C[C@H](C2CC2)[C@H]1CCCO	19%	1	1.3	0.0%	0%	1413	-1.5%	-0.8%	11%	4%
43	CC(=O)C1=C(C)Nc2ncnn2C1c1cccc(O)c1 (centres undefined)	/	/	/	0.0%	0%	/	-0.1%	/	/	5%
44	CCc1ccc(C(=O)Cn2ccsc2=N)cc1	/	/	/	-0.9%	4%	/	6.0%	/	/	2%
45	O=C1O/C(=C\C(=O)N2CCOCC2)c2ccccc21	4%	1.1	1.4	0.1%	4%	1418	1.3%	-0.6%	9%	7%
46	COc1ccccc1N1CCN(C(=O)/C=C/c2cccs2)CC1	13%	1	0.35	0.7%	1%	1182	1.0%	-1.0%	12%	-4%
47	Cc1cc(NC(=O)Cc2ccccc2[N+](=O)[O-])no1	/	/	/	-0.3%	1%	/	1.1%	/	/	9%
48	COc1cc(Cn2nnc3ccccc32)cc(Br)c1O	/	/	/	1.3%	10%	/	47%	/	/	30%
49	Cc1c(NC(=O)C2CC=CCC2C(=O)O)c(=O)n(-c2ccccc2)n1C (centres undefined)	5%	1	0.2	0.0%	3%	1166	1.9%	2.3%	0%	13%
50	Cc1ccc(-c2nnn(CC(=O)N(c3ccccc3)C(C(=O)NCC3CCCO3)c3ccc(F)cc3)n2)o1 (centres undefined)	-10%	1.1	-1.2	-0.3%	-7%	1142	0.2%	-0.7%	-10%	5%
51	Cc1ccc(-n2c(SCc3cn4ccsc4n3)nc3ccccc3c2=O)cc1	4%	1	-0.64	0.3%	11%	991	5.7%	6.0%	7%	18%
52	Cc1ccccc1-c1cc2nc(-c3ccc([N+](=O)[O-])cc3)cc(=O)n2[nH]1	6%	0.6	0.05	1.8%	-5%	1479	-0.7%	-0.8%	14%	12%
53	O=C(Nc1cccc(F)c1)C1CCN(C(=O)Cc2ccccc2)CC1	6%	1.1	0.99	0.3%	-1%	1171	1.7%	2.5%	2%	20%
54	COc1ccc(N2CC(C(=O)Nc3nnc(SCC(=O)c4ccccc4)s3)CC2=O)cc1 (centres undefined)	5%	1.1	0.14	-0.1%	3%	1332	2.8%	-0.4%	9%	20%
55	COc1ccc(-c2nnc(SCC(=O)c3ccc(C)o3)o2)cc1	1%	1.1	-0.6	-0.6%	3%	969	/	6.5%	3%	10%
56	COc1cc(C2NC(=O)NC(C)=C2C(=O)OCC2CCCO2)ccc1O (centres undefined)	13%	1.1	-0.02	1.1%	13%	1371	0.2%	/	11%	/
57	Cc1cc(NC(=O)COC(=O)CSc2nc3cc(Cl)ccc3n2Cc2ccccc2)no1	4%	1	-0.12	0.5%	1%	1155	2.2%	-0.9%	3%	17%

Reprinted at random: 4 records from the list, in no set order.
cpd	structure	PMI inhibitors	TNAP activation fold	Ins promoter up	West Nile antiviral	Salmonella PhoP GFP	Ins promoter up cell count	RSV antiviral HEp-2	CSM14.1 death rescue	human PMI inhibitors	SV40 large T antigen
51	Cc1ccc(-n2c(SCc3cn4ccsc4n3)nc3ccccc3c2=O)cc1	4%	1	-0.64	0.3%	11%	991	5.7%	6.0%	7%	18%
52	Cc1ccccc1-c1cc2nc(-c3ccc([N+](=O)[O-])cc3)cc(=O)n2[nH]1	6%	0.6	0.05	1.8%	-5%	1479	-0.7%	-0.8%	14%	12%
53	O=C(Nc1cccc(F)c1)C1CCN(C(=O)Cc2ccccc2)CC1	6%	1.1	0.99	0.3%	-1%	1171	1.7%	2.5%	2%	20%
49	Cc1c(NC(=O)C2CC=CCC2C(=O)O)c(=O)n(-c2ccccc2)n1C (centres undefined)	5%	1	0.2	0.0%	3%	1166	1.9%	2.3%	0%	13%
